Compound activity (PubChem)
HADH2 inhib – blocks human hydroxyacyl-CoA dehydrogenase type II. Q99714. recombinant HADH2, NADH fluorescence, beta-hydroxybutyryl-CoA. Potency, µM (top dose mostly 57.1 µM), for the others: at the top dose activity change, negative = inhibition, actives largely listed as inhibitors. 3.4% of 73,000 active; note: potency is the fitted concentration of half-maximal effect; % is set by controls: 0 for no effect and ±100 for the full control effect; nearly all actives have a fitted effect of over 60% in size; many of its hits are not listed in these tables
Target sequence (Q99714 whole entry, looked up, one chain of several): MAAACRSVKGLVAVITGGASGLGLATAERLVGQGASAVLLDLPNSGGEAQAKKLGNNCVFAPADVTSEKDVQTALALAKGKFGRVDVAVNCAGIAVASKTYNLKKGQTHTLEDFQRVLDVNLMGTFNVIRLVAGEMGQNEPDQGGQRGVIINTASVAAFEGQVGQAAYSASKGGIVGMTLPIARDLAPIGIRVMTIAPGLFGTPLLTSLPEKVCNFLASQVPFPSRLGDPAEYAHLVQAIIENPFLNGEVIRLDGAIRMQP
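NADH fluorescence (ex 360/em 450 nm) read every 30 s for 4 min; activity taken as last-minus-first time point difference. Enzyme 20 nM, NAD+ 1 mM, beta-hydroxybutyryl-CoA 90 uM, pH 9.0 Tris buffer.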
CRE-bla Fsk – alters forskolin-stimulated CRE reporter signaling in CHO cells; CHO CRE-bla reporter (cAMP response element driving beta-lactamase), forskolin EC10, beta-lactamase ratio; Potency, µM (series often up to 38.2 µM), for inactives: top-dose activity change, negative = inhibition, actives largely listed as activators; 2.5% of 71,000 active; active = well fitted activation curve with a large enough effect in the signal ratio, with a control signal flat, not every such curve was filed as active; inconclusive = small, poorly fitted or top-dose-only effect, or effect the other way, or a change in a side signal; the % refers to the signal ratio; note: potency is the fitted concentration of half-maximal effect; % of control where 0% means no effect
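Cells were plated overnight at 37 °C, exposed to compound titrations plus EC10 NKH 477 for 3 h, then given CCF4 dye for 2 h at room temperature. Blue/green (460/530 nm) ratio was converted to %Activity and AC50 values calculated.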
USP2a inhib – blocks human ubiquitin-specific protease USP2a | O75604 | USP2a enzymatic assay, qHTS inhibition | 0.1% of 60,000 active | Potency, µM (doses to about 38.3 µM), for the others: top-dose activity change, negative = inhibition, most hits filed as inhibitors | AID 927;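 note: potency is the fitted concentration of half-maximal effect; nearly all actives have a fitted effect of over 60% in size; plate controls were DMSO for no effect and NEM full inhibition control for full effect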
Target sequence (O75604 whole entry, looked up): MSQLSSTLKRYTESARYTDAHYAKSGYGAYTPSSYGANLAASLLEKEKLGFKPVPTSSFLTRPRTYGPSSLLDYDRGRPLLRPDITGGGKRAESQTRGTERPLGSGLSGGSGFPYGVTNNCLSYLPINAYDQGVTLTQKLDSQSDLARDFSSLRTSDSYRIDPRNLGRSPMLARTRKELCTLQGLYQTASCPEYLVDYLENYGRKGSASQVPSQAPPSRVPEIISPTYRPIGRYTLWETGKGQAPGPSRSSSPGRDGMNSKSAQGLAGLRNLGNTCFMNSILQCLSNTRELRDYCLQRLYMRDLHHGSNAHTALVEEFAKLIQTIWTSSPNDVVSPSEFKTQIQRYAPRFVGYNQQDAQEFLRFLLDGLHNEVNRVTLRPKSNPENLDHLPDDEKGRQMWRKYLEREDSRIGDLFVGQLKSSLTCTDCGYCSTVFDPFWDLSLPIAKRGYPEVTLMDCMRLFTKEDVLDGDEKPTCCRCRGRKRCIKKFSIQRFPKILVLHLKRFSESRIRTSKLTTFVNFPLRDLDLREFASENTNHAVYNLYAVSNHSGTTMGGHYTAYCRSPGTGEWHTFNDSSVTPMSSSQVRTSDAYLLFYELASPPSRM
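20 nM USP2 core + cpd, 30 min RT; add 20 nM Ub-PLA2/20 uM NBD C6-HPC; read Ex460/Em535 at 0 h and 2.5 h. Normalized to NEM; qHTS curve fit/classification.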
ALOX15 inhib – inhibitors of human 15-lipoxygenase (ALOX15). P16050. purified 15hLO-1, xylenol orange hydroperoxide absorbance. Potency, µM (series often up to 57.1 µM), for the others: top-dose activity change, negative = inhibition, actives largely listed as inhibitors. 1.4% of 74,000 active. AID 887; note: potency is the fitted concentration of half-maximal effect; % is set by controls: 0 for no effect and ±100 for the full control effect; nearly all actives have a fitted effect of over 55% in size
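Hydroperoxide formed from arachidonic acid (50 uM) by purified human 15hLO-1 (40 nM) oxidizes ferrous iron, and the ferric-xylenol orange complex is read at 573 versus 405 nm. Compounds were preincubated 15 min; reaction ran 6 min at room temperature.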
BRCT PPI red – BRCT-phosphoprotein interaction inhibition (red fluorophore). BRCT-phosphopeptide binding, red fluorescence polarization. P38398. Potency, µM (titrated, usually from 76.9 µM), for the others: top-dose activity change, negative = inhibition, actives largely listed as inhibitors. 0.03% of 75,000 active; note: % is set by controls: 0 for no effect and ±100 for the full control effect
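Rhodamine-labelled pBACH1 10-mer (100 nM) bound to BRCT domain (100 nM) at pH 7.3; compounds incubated 12 min room temperature, polarization read. Free peptide defines full inhibition; unlabelled decapeptide titrated as control.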
Hsp90 Hop PPI – changes Hsp90-Hop TPR2A binding signal, up or down | AlphaScreen TPR2A-His6 binding biotin-Hsp90 C-terminal peptide | Potency, µM (doses to about 57 µM), inactives show top-dose activity change, negative = inhibition | 0.44% of 71,000 active; active = well fitted curve in either direction with a large enough effect; inconclusive = small, poorly fitted or top-dose-only effect, or another doubt; note: potency is the fitted concentration of half-maximal effect; % is set by controls: 0 for no effect and ±100 for the full control effect; many of its hits are not listed in these tables
Ub-GFP proteasome – proteasome inhibitors stabilizing ubiquitin-GFP reporter; Ubiquitin-GFP reporter cells, proteasome inhibition, GFP fluorescence; response scale: untreated = 0%, 10 µM MG-132 = 100%; Potency, µM (doses to about 45.9 µM), inactives show at the top dose activation (GFP accumulation), usual class: activators; 67,000 tested, under 10 active; AID 526; active = well fitted activation curve with a large enough effect, not every such curve was filed as active; inconclusive = small, poorly fitted or top-dose-only effect, or another doubt; inactive = no such curve, though single readings can be large or run the other way; note: potency is the fitted concentration of half-maximal effect
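U2OS cells expressing ubiquitin(G76V)-GFP, seeded overnight in 0.5% FBS medium, then treated 4 hr at 37 C across 46 uM to 2.9 nM. GFP-positive cells counted by laser cytometry (488 ex/515 em); %activity scaled between basal and 10 uM MG-132.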
Epigenetic mod – epigenetic GFP locus derepression in mouse cells | 0.09% of 68,000 active | mouse C127i GFP locus derepression, cytometry, 30 h | Potency, µM (series often up to 46.1 µM), for inactives: top-dose GFP derepression (activation); note: % of control where 0% means no effect
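Locus derepression in mouse mammary C127i cells whose integrated CMV-GFP reporter is normally silent; GFP expression after 30 h compound treatment was quantified by counting fluorescent cells.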
BRCT inh green – inhibitors of human BRCA1 BRCT-phosphoprotein interaction (green fluorophore); P38398; 0.05% of 75,000 active; BRCA1 BRCT-phosphopeptide binding, green fluorescence polarization; Potency, µM (highest dose often 76.9 µM), for inactives: at the highest dose activity change, negative = inhibition, usual class: inhibitors;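 note: potency is the fitted concentration of half-maximal effect; plate controls were peptide without protein for full effect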
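Fluorescence polarization: His-tagged BRCT (~35 kDa BRCA1 C-terminus, 250 nM) bound to 100 nM fluorescein-labeled phosphorylated 10-aa BACH1 peptide, pH 7.3 phosphate buffer with DTT and Tween 20. Compounds incubated 12 min at room temperature; inhibition read as lowered polarization.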
HBB splice mod – modulators of hemoglobin beta chain splicing; HBB splicing reporter cell assay, activation; EGFP reporter with mutant IVS2-654 intron; response scale: normalised to 500 nM splice-correcting PNA; Potency, µM (highest dose often 46.1 µM), for inactives: at the top dose activation, most hits filed as activators; 0.06% of 65,000 active; note: potency is the fitted concentration of half-maximal effect; 0% is about no effect
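HeLa cells stably expressing EGFP interrupted by mutant beta-globin intron 2 (IVS2-654), 500/well in 2% FCS. Treated with compound for 2 days at 37C. Splicing correction scored as total well GFP intensity (488 nm excitation, 500-520 nm emission); 500 nM antisense PNA served as control.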
DNA Pol III inh – inhibitors of bacterial DNA polymerase III holoenzyme; AID 603; Potency, µM (top dose mostly 57.1 µM), inactives show at the highest dose activity change, negative = inhibition; reconstituted DNA polymerase III holoenzyme replication, biochemical; 0.25% of 71,000 active; note: potency is the fitted concentration of half-maximal effect; % is set by controls: 0 for no effect and ±100 for the full control effect
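Reconstituted *E. coli* holoenzyme (0.35 nM Pol III, 1 nM beta, 154 nM SSB, 2 nM primase) was preincubated with compound for 15 min at RT. Synthesis on 1.4 nM ssM13Gori ran 35 min, then was stopped with PicoGreen/EDTA and read as dsDNA fluorescence.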
The depositor's hits bear a star; [ ] = remark or other dose. Unless noted, calls come from the whole dose curve; as a rule, active = well fitted curve in the direction sought with a large enough effect; inconclusive = small, poorly fitted or top-dose-only effect, or another doubt; inactive = no such curve, though single readings can be large; an effect the other way counts as inactive or inconclusive.

How did Cc1ccccc1Nc1nnc(C)c(=O)[nH]1 do in these assays?
HADH2 inhib: 3%; CRE-bla Fsk: -12%; USP2a inhib: -9%; ALOX15 inhib: -1%; BRCT PPI red: -2.9%; Hsp90 Hop PPI: -2%; Ub-GFP proteasome: -1%; Epigenetic mod: 3%; BRCT inh green: -1.0%; HBB splice mod: -0.1%; DNA Pol III inh: 3%

Results for COc1ccc(C(=O)CSc2nnc(-c3cccnc3)n2Cc2ccco2)cc1 ?
HADH2 inhib: 3%; CRE-bla Fsk: -2%; USP2a inhib: 0%; ALOX15 inhib: -5%; BRCT PPI red: 0.6%; Hsp90 Hop PPI: -7%; Ub-GFP proteasome: -3%; Epigenetic mod: 3%; BRCT inh green: -2.2%; HBB splice mod: -1.0%; DNA Pol III inh: -11%

Results for CCN1CCN(C(c2cc3cc4c(cc3[nH]c2=O)OCO4)c2nnnn2C(C)(C)CC)CC1 (configuration not stated) ?
HADH2 inhib: inconclusive; CRE-bla Fsk: -1%; ALOX15 inhib: inconclusive; BRCT PPI red: -0.1%; Hsp90 Hop PPI: 0%; Ub-GFP proteasome: 2%; Epigenetic mod: 4%; BRCT inh green: -5.3%; HBB splice mod: -0.3%[57.5 µM]; DNA Pol III inh: -4%

How did CCOC(=O)CSc1ccc2nnc(-c3cccnc3)n2n1 do in these assays?
HADH2 inhib: inconclusive; CRE-bla Fsk: inconclusive; ALOX15 inhib: -22%; BRCT PPI red: 1.0%; Hsp90 Hop PPI: -3%; Ub-GFP proteasome: 6%; BRCT inh green: 1.0%; HBB splice mod: -0.4%; DNA Pol III inh: -4%

How did CN1CCN(Cc2nc3cccc4c3c([n+]2[O-])-c2ccccc2-4)CC1 do in these assays?
HADH2 inhib: -4%[11.4 µM]; CRE-bla Fsk: 6%[7.6 µM]; ALOX15 inhib: 5%[11.4 µM]; BRCT PPI red: 0.0%[15.4 µM]; Hsp90 Hop PPI: -3%[11 µM]; Ub-GFP proteasome: 10%[9.17 µM]; Epigenetic mod: 2%[9.22 µM]; BRCT inh green: 0.1%[15.4 µM]; HBB splice mod: -3.1%[9.22 µM]; DNA Pol III inh: -8%[11.4 µM]

Results for CN(C)C=NCCn1c(N2CCOCC2)nc2c1c(=O)n(C)c(=O)n2C ?
HADH2 inhib: -12%; CRE-bla Fsk: -5%; USP2a inhib: -1%; ALOX15 inhib: -7%; BRCT PPI red: 0.0%; Hsp90 Hop PPI: -1%; Ub-GFP proteasome: -1%; Epigenetic mod: 7%; BRCT inh green: -1.3%; HBB splice mod: -1.3%; DNA Pol III inh: -9%

How did O=S(=O)(NCc1csc(-c2ccccc2)n1)c1ccc(Cl)s1 do in these assays?
HADH2 inhib: -12%; CRE-bla Fsk: inconclusive; ALOX15 inhib: inconclusive; BRCT PPI red: -2.3%; Hsp90 Hop PPI: 15%; Ub-GFP proteasome: -2%; BRCT inh green: 3.3%; HBB splice mod: -1.0%; DNA Pol III inh: -5%

How did CCSCCOC(=O)C1=C(C)N(C)C(=O)NC1c1cc(OC)ccc1OC (configuration not stated) do in these assays?
HADH2 inhib: -4%; CRE-bla Fsk: 7%; ALOX15 inhib: -9%; BRCT PPI red: 0.2%; Hsp90 Hop PPI: -11%; Ub-GFP proteasome: -3%; Epigenetic mod: 0%; BRCT inh green: -1.6%; HBB splice mod: 0.1%; DNA Pol III inh: -4%

How did CCCCCCC#CC1C=CC(OC(C)=O)C(COC(C)=O)O1 (configuration not stated) do in these assays?
HADH2 inhib: inconclusive; ALOX15 inhib: 4%[11.4 µM]; BRCT PPI red: 0.0%[15.4 µM]; BRCT inh green: -0.3%[15.4 µM]; HBB splice mod: -0.7%[9.22 µM]

Results for Cn1c(=O)c2c(nc(Br)n2CCCc2ccccc2)n(C)c1=O ?
HADH2 inhib: -11%; CRE-bla Fsk: inconclusive; USP2a inhib: 7%; ALOX15 inhib: -3%; BRCT PPI red: -0.9%; Hsp90 Hop PPI: -2%; Epigenetic mod: -2%; BRCT inh green: 0.6%; HBB splice mod: 0.5%[0.369 µM]; DNA Pol III inh: -1%

Results for COC(=O)c1cccc(NC(=O)C2C3CCC(C3)C2C(=O)O)c1 (configuration not stated) ?
HADH2 inhib: -3%; CRE-bla Fsk: 3%; USP2a inhib: 2%; ALOX15 inhib: 6%; BRCT PPI red: 1.1%; Hsp90 Hop PPI: -2%; Ub-GFP proteasome: 7%; Epigenetic mod: -3%; BRCT inh green: -0.1%; HBB splice mod: 0.3%; DNA Pol III inh: -5%

What do the screens show for `CCOC(=O)COc1ccc(CCNC(C)=O)cc1`?
HADH2 inhib: 20%; CRE-bla Fsk: -6%; USP2a inhib: -1%; ALOX15 inhib: 2%; BRCT PPI red: -2.4%; Hsp90 Hop PPI: -3%; Ub-GFP proteasome: 6%; Epigenetic mod: -4%; BRCT inh green: 1.5%; HBB splice mod: 1.6%; DNA Pol III inh: 0%

Results for C#CCNc1nc(C(C)C)nc2c1nnn2Cc1ccccc1F ?
HADH2 inhib: 4%; CRE-bla Fsk: 10µM*; USP2a inhib: 6%; ALOX15 inhib: -2%; BRCT PPI red: 1.0%; Hsp90 Hop PPI: 1%; Ub-GFP proteasome: -4%; Epigenetic mod: -2%; BRCT inh green: -1.1%; DNA Pol III inh: 3%

What do the screens show for `CC(=O)CCc1ccc(OC(=O)c2cccnc2)cc1`?
HADH2 inhib: 5%; CRE-bla Fsk: 0%; USP2a inhib: -4%; ALOX15 inhib: 10%; BRCT PPI red: -1.8%; Hsp90 Hop PPI: -3%; Ub-GFP proteasome: -9%; Epigenetic mod: 1%; BRCT inh green: 1.0%; HBB splice mod: -1.5%; DNA Pol III inh: 2%

What do the screens show for `O=C(OCC(=O)N1CCN(C(=O)c2ccco2)CC1)c1cc(-c2ccc(F)cc2)nc2ccccc12`?
HADH2 inhib: inconclusive; CRE-bla Fsk: inconclusive; USP2a inhib: 55%[activator]; ALOX15 inhib: -15%; BRCT PPI red: -2.8%; Hsp90 Hop PPI: -8%; Ub-GFP proteasome: 0%; Epigenetic mod: -2%; BRCT inh green: 1.9%; HBB splice mod: 0.5%[57.5 µM]; DNA Pol III inh: 2%

How did COc1ccc(Br)cc1C(=O)NCc1cccnc1 do in these assays?
HADH2 inhib: -11%; CRE-bla Fsk: inconclusive; USP2a inhib: 3%; ALOX15 inhib: -10%; BRCT PPI red: -0.9%; Hsp90 Hop PPI: -3%; Ub-GFP proteasome: -8%; Epigenetic mod: -1%; BRCT inh green: 1.2%; HBB splice mod: 0.7%; DNA Pol III inh: -1%

What do the screens show for `Cc1cc(C)c(S(=O)(=O)N2CCN(c3nc4c(c(=O)n(C)c(=O)n4C)n3C)CC2)c(C)c1`?
HADH2 inhib: 12%; CRE-bla Fsk: 2%; USP2a inhib: 1%; ALOX15 inhib: 1%; BRCT PPI red: -0.4%; Hsp90 Hop PPI: 0%; Ub-GFP proteasome: -6%; Epigenetic mod: -2%; BRCT inh green: 1.4%; DNA Pol III inh: 0%

What do the screens show for `O=C(COC(=O)c1cnccn1)c1ccc2c(c1)CCCC2`?
HADH2 inhib: 21%; CRE-bla Fsk: -2%; ALOX15 inhib: 4%; BRCT PPI red: -1.2%; Hsp90 Hop PPI: 62%; Ub-GFP proteasome: 0%; Epigenetic mod: 4%; BRCT inh green: 1.9%; HBB splice mod: -0.2%[57.5 µM]; DNA Pol III inh: 0%

What do the screens show for `CS(=O)(=O)N(CC(=O)N1CCCCCC1)c1cccc(Br)c1`?
HADH2 inhib: 9%; CRE-bla Fsk: 0%; USP2a inhib: 2%; ALOX15 inhib: 11%; BRCT PPI red: 0.3%; Hsp90 Hop PPI: -1%; Ub-GFP proteasome: 5%; Epigenetic mod: -2%; BRCT inh green: -2.2%; HBB splice mod: -0.5%[9.22 µM]; DNA Pol III inh: 1%

Only part of the results is shown, so the mix of outcomes need not match the whole.
